USP1-UAF1 inh – USP1/UAF1 (human) deubiquitinase inhibition | O94782 | recombinant USP1/UAF1, Ub-Rhodamine cleavage fluorescence | Potency, µM (highest dose often 57.1 µM), for inactives: at the highest dose activity change, negative = inhibition, most hits filed as inhibitors | hit rate 0.23% among 390,000; note: potency is the fitted concentration of half-maximal effect; % is set by controls: 0 for no effect and ±100 for the full control effect; nearly all actives have a fitted effect of over 60% in size; inactives centre near -12
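USP1/UAF1 complex (1 nM) preincubated 15 min at room temperature with compound, then Ub-Rho substrate (150 nM final) added. Kinetic fluorescence at 480/540 nm over 6 reads at 60 s intervals; 50 mM HEPES pH 7.8, 0.5 mM EDTA, 0.1 mg/ml BSA, 1 mM TCEP, 0.01% Tween-20.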
D2 agonist – D2 dopamine receptor (human) agonism; HEK293 T-REx D2 cells, calcium flux agonist mode; hit rate 0.53% among 340,000; AID 485358; activation, % at 2 µM;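 active = activation over 3 SD above normal in the single-dose calcium agonist read, cut at about 30% in these data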; note: 0% is about no effect
Target sequence (P14416 whole entry, looked up): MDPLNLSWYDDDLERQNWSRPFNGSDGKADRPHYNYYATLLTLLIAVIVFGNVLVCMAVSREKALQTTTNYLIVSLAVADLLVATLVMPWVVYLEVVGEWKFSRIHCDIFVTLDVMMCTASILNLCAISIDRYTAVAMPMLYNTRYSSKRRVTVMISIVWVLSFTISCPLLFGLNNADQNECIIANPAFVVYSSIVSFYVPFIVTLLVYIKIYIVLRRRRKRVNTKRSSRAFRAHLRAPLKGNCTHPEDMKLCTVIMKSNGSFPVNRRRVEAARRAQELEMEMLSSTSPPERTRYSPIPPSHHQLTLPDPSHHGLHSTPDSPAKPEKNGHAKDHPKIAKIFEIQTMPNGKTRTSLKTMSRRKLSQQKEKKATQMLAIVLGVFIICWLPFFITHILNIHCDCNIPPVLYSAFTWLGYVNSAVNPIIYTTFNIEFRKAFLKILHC
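In this primary screen, compounds producing a positive calcium signal within 180 s of addition to tetracycline-induced, force-coupled HEK293 Trex D2 cells are flagged; cells are dye-loaded with a no-wash calcium kit beforehand.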
TRHR PAM – allosteric enhancers of human TRH receptor. P34981. TRHR cells, fluo-8 calcium fluorescence, EC20 TRH enhancement. enhancement, % at 2 µM. hit rate 0.66% among 360,000. AID 493056; in the data active = enhancement above about 30%; note: 0% is about no effect
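Enhancer read-out: after compound pinning and an initial kinetic agonist-mode read, an EC20 of TRH (10 nM final) was injected and fluo-8 calcium signal (Ex 480/Em 530) followed at 1 s/cycle for 100 cycles in TRHR-expressing cells.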
IDH1 R132H inh – blocks human mutant IDH1 R132H enzyme | AID 602179 | Potency, µM (titrated, usually from 76.6 µM), for the others: at the top dose activity change, negative = inhibition, usual class: inhibitors | IDH1-R132H enzyme, NADPH consumption, diaphorase/resazurin fluorescence | O75874 | hit rate 0.093% among 390,000; note: potency is the fitted concentration of half-maximal effect; % is set by controls: 0 for no effect and ±100 for the full control effect; nearly all actives have a fitted effect of over 65% in size
Target sequence (O75874 whole entry R132H, stated change not applied): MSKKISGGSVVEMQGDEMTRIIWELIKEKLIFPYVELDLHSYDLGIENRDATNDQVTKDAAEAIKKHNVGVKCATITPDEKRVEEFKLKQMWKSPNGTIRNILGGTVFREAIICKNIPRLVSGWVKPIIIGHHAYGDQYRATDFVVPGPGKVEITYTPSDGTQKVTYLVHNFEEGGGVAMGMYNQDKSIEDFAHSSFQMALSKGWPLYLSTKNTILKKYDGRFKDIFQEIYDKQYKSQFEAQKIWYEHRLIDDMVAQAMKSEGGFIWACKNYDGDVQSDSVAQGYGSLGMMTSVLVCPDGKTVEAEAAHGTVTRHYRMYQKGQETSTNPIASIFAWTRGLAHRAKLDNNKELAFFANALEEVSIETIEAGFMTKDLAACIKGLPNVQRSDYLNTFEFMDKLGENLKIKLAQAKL
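IDH1-R132H (0.5 ug/mL dispensed) in pH 7.5 Tris buffer was preincubated 30 min with compound, then given a substrate mix of 0.016 mM NADPH and 2 mM alpha-KG for 80 min at room temperature; remaining NADPH was read by diaphorase/resazurin fluorescence.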
TrxR1 substrate – is turned over as a substrate by rat TrxR1 | O89049 | purified TrxR1 substrate turnover, NADPH consumption readout | Potency, µM (doses to about 114 µM), for the others: at the top dose activity change, negative = substrate turnover | hit rate 0.01% among 390,000; note: potency is the fitted concentration of half-maximal effect; % is set by controls: 0 for no effect and ±100 for the full control effect; nearly all actives have a fitted effect of over 50% in size
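Rat TrxR1, dispensed at 90 nM, was prereduced with 400 uM NADPH (final) for 5 min at ~22 deg C, then incubated with compound 15 min before 400 uM selenite. A first-read NADPH fluorescence drop versus no-compound background flagged substrates.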
PI4K2A inh – blocks human PI4K2A kinase activity; purified PI4K2A, ADP-Glo luminescence, 1 h; hits give low values; hit rate 0.13% among 420,000; AID 1346378; Q9BTU6; activity change, negative = inhibition, % at 76.9 µM; in the data active = activity change below about -50%; inconclusive = mostly about -30% to -49%;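 note: -100% = wells without enzyme as full effect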
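PI4K2A activity was measured by ADP-Glo luminescence: enzyme (4 ug/mL stock) and phosphatidylinositol (1.2 mM stock) in Tris pH 7.5/MgCl2/EGTA/Triton X-100 buffer were reacted with ATP (300 microM stock) for one hour at ambient temperature.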
D2 antagonist – D2 dopamine receptor (human) antagonism | hit rate 2% among 340,000 | AID 485344 | inhibition, % at 10 µM | HEK293 TREx D2 cells, calcium flux, dopamine EC80; in the data active = inhibition above about 30%; note: 0% is about no effect
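Overnight-induced (tetracycline, 30 C) HEK293 T-REx cells carrying force-coupled D2 receive a no-wash calcium dye, then compound, then EC80 dopamine at 180 s; signals are read kinetically throughout.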
TRHR agonist – TRH receptor (human) agonism; activation, % at 2 µM; P34981; TRHR cells, calcium flux fluo-8, FDSS agonist mode; hit rate 0.18% among 360,000; in the data active = activation above about 30%; note: 0% is about no effect
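TRHR-expressing cells, plated overnight in medium with 10% serum, were loaded with fluo-8 calcium dye at room temperature. After a 10 s baseline, library compound was pin-added and calcium release was recorded kinetically (ex 480/em 530) as agonist response.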
TrxR1 inh – blocks rat thioredoxin reductase 1. recombinant rTrxR1, NADPH fluorescence consumption, selenite substrate. Potency, µM (titrated, usually from 114 µM), without a hit: top-dose activity change, negative = inhibition, hits mostly inhibitors. hit rate 1% among 390,000. AID 588453; note: potency is the fitted concentration of half-maximal effect; % is set by controls: 0 for no effect and ±100 for the full control effect; nearly all actives have a fitted effect of over 65% in size
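Rat TrxR1 (90 nM in the dispensed reagent) was pre-reduced with 400 uM NADPH for 5 min at room temperature, then incubated with compound for 15 min. After 400 uM selenite was added, NADPH fluorescence (Ex 340/Em 450 nm) was followed for 8 min.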
Starred values were filed as active, the others as inactive; ? = inconclusive; / = no result given; [ ] = remark or other dose. Unless noted, calls come from the whole dose curve; as a rule, active = well fitted inhibition curve with a large enough effect; inconclusive = small, poorly fitted or top-dose-only effect; inactive = no such curve, though single readings can be large or run the other way.

Screens in order – USP1-UAF1 inh	D2 agonist	TRHR PAM	IDH1 R132H inh	TrxR1 substrate	PI4K2A inh	D2 antagonist	TRHR agonist	TrxR1 inh
CCOC(=O)c1c(/N=C/C2C(=O)CC(C)(C)CC2=O)sc(C)c1C
 : -22%	/	11	3%	1%	-3	3	1.5	15%
Cc1cc(C)cc(NC(=O)NCc2ccccn2)c1
 : -2%	-1.4	-7	-10%	-1%	0	-10	-0.2	4%
CC1CCc2cc(F)ccc2N1C(=O)CSc1nnc2c(n1)[nH]c1ccc(F)cc12 (stereo unspecified)
 : -10%	-1.0	0	-4%	10%	0	-32	0.5	25%
O=C(Nc1ccc(OC(F)(F)F)cc1)C1CCCN(C(=O)c2ccc(Cl)cc2)C1 (stereo unspecified)
 : -29%	1.7	-1	4%	-11%	-3	10	0.9	-4%
Cc1c(Cl)cccc1NC(=O)CCn1c(=O)c2cccn2c2ccccc21
 : -4%	2.8	-2	6%	-1%	1	/	-0.4	9%
O=C(COC(=O)CCC(=O)c1cccs1)NC1CC1
 : -17%	0.2	-3	3%	1%[57.1 µM]	-1	13	1.2	17%
CC1CCc2c(c3ccccc3n2C(=O)CCl)C1 (stereo unspecified)
 : ?	-0.4	-6	0%	4%	-21	-13	1.8	?
Cc1ccc(C)c(S(=O)(=O)N=Nc2c(O)[nH]c3ccccc23)c1
 : -20%	/	1	?	3%[57.1 µM]	-23	/	0.0	4%[57.1 µM]
COc1ccc(NC(=O)CSc2c3c(nc4ccc(Cl)cc24)CCCC3)cc1Cl
 : -17%	0.1	-10	-11%	1%	-6	/	0.4	17%
CC1=C(CCN2CCN(C(C)C)C(CCO)C2)C(C)(C)CCC1 (stereo unspecified)
 : -17%	/	-5	4%	-14%[57.1 µM]	1	/	0.2	30%[57.1 µM]
CCOc1ccc(NC(=O)Cn2c(=O)n(-c3cccc(Cl)c3)c(=O)c3c2c2cc(C)ccc2n3C)cc1
 : -28%	-0.5	-3	18%	12%	-11	/	-0.4	0%
O=c1c(C=NCCCO)c(-c2ccccc2)[nH]n1-c1nc2ccccc2s1
 : -15%	0.7	1	-4%	-10%	-4	20	-0.7	-7%
Cc1c(Cl)ccc2c(C(=O)O)cc(-c3ccccc3)nc12
 : -8%	-2.4	-9	-18%	-1%	-2	52*	-1.6	8%
O=S1(=O)[C@H]2C[C@H](CO)O[C@@]2(CO)CN1Cc1ccc(-c2cccc(Cl)c2)cc1
 : -31%	/	/	7%	-1%	0	/	/	0%
Cc1noc(C)c1COC(=O)[C@@H](NC(=O)c1ccccc1Cl)C(C)C
 : -22%	13	-9	-2%	4%[57.1 µM]	5	-5	-0.2	9%[57.1 µM]

Filtered by structure: those above containing an NH in an aromatic ring
Screens in order – USP1-UAF1 inh	D2 agonist	TRHR PAM	IDH1 R132H inh	TrxR1 substrate	PI4K2A inh	D2 antagonist	TRHR agonist	TrxR1 inh
CC1CCc2cc(F)ccc2N1C(=O)CSc1nnc2c(n1)[nH]c1ccc(F)cc12 (stereo unspecified)
 : -10%	-1.0	0	-4%	10%	0	-32	0.5	25%
Cc1ccc(C)c(S(=O)(=O)N=Nc2c(O)[nH]c3ccccc23)c1
 : -20%	/	1	?	3%[57.1 µM]	-23	/	0.0	4%[57.1 µM]
O=c1c(C=NCCCO)c(-c2ccccc2)[nH]n1-c1nc2ccccc2s1
 : -15%	0.7	1	-4%	-10%	-4	20	-0.7	-7%

Record cards, as listed above.
CC1CCc2cc(F)ccc2N1C(=O)CSc1nnc2c(n1)[nH]c1ccc(F)cc12 (stereo unspecified) is entered as USP1-UAF1 inh: -10%; D2 agonist: -1.0; TRHR PAM: 0; IDH1 R132H inh: -4%; TrxR1 substrate: 10%; PI4K2A inh: 0; D2 antagonist: -32; TRHR agonist: 0.5; TrxR1 inh: 25%
O=C(COC(=O)CCC(=O)c1cccs1)NC1CC1 is entered as USP1-UAF1 inh: -17%; D2 agonist: 0.2; TRHR PAM: -3; IDH1 R132H inh: 3%; TrxR1 substrate: 1%[57.1 µM]; PI4K2A inh: -1; D2 antagonist: 13; TRHR agonist: 1.2; TrxR1 inh: 17%

Next section
Screens in order – USP1-UAF1 inh	D2 agonist	TRHR PAM	IDH1 R132H inh	TrxR1 substrate	PI4K2A inh	D2 antagonist	TRHR agonist	TrxR1 inh
CCCn1c(=O)c(-c2ccccc2)c(O)c2ccccc21
 : -11%	-2.8	4	-11%	8%[57.1 µM]	-4	4	-0.6	2%[57.1 µM]
Cc1cc(=O)[nH]c(SCC(=O)Nc2ccc(S(=O)(=O)N3CCOCC3)cc2)n1
 : -4%	-1.3	7	3%	8%[57.1 µM]	-5	-11	0.0	16%[57.1 µM]
CC(=O)c1sc(NC(=O)c2ccccc2F)nc1-c1ccccc1
 : -15%	1.1	3	25%	-12%	0	6	-0.8	11%[57.1 µM]
CCOc1ccc(-c2c(C(=O)N/N=C/c3ccc(OC(C)C)cc3)nnn2-c2nonc2N)cc1
 : -20%	-0.2	-7	1%	20%	-2	22	-0.3	7%
CN(C(=O)/C=C/c1ccc(F)cc1)C1CCCCC1
 : -8%	/	/	15%	3%	2	/	/	20%[57.1 µM]
Cc1ccccc1C(=O)NNC(=O)c1ccc2nc[nH]c2c1
 : -2%	0.5	5	1%	7%	-1	-24	1.1	16%
CC(C)N1CCc2c(sc(NC(=O)c3ccc(S(=O)(=O)N4CCc5ccccc54)cc3)c2C(N)=O)C1
 : 2%	13	-2	4%	-12%	-2	-2	24	11%[57.1 µM]
CN(C)CCOc1nc(-c2ccccc2)nc2c1oc1ccccc12
 : -19%	-0.1	4	2%	-1%	0	7	-0.8	-2%
CCCCOC(=O)c1cccnc1
 : -15%	-1.8	5	-2%	-2%[57.1 µM]	-2	-5	-1.5	39%
O=C(Nc1cccc(-c2nc3ccccc3o2)c1)c1cccc2c(Cl)cccc12
 : -18%	0.1	-2	-2%	9%	0	/	0.8	16%
Cc1ccc(/C=N/NC(=O)c2cc(C)oc2C)o1
 : -3%	0.4	-10	2%	-17%	2	-10	-0.1	-22%
O=C(NCc1ccco1)C(NS(=O)(=O)c1cccc2nsnc12)c1ccccc1 (stereo unspecified)
 : -7%	-0.6	-1	-1%	0%	1	-7	-0.3	-22%
Cc1cc(NC(=O)COC(=O)c2cccc(OCc3ccccc3)c2)no1
 : -16%	-0.8	-5	2%	8%	-5	1	0.9	26%
CN(C)c1cccc(C(=O)N2CCCC(CCC(=O)NCc3ccccc3F)C2)c1 (stereo unspecified)
 : -19%	/	0	-11%	-1%	-2	/	-0.3	12%
Cc1ccc(-c2nc(SCC(=O)NCC3CCCO3)c(-c3ccc(Cl)cc3)[nH]2)cc1 (stereo unspecified)
 : -16%	0.3	-1	12%	3%[57.1 µM]	-6	10	1.9	4%[57.1 µM]
COc1ccc(CN(C)C(=S)Nc2ccc(OC(F)F)cc2)cc1
 : -18%	-0.9	2	0%	-4%	-2	2	-0.7	3%
Cc1cc(NC(=O)c2cccc(C)c2[N+](=O)[O-])no1
 : -17%	0.7	0	-6%	11%[57.1 µM]	-2	-3	0.1	21%[57.1 µM]
CC(=O)N1C(=O)C2(C(C#N)=C(N)Oc3c2c(C)nn3-c2ccccc2)c2ccccc21 (stereo unspecified)
 : -14%	0.3	1	11%	-10%	-9	-19	0.5	-2%
O=C1C=C(Nc2ccc(O)cc2)CC(c2ccco2)C1 (stereo unspecified)
 : -24%	-0.7	-13	10%	-7%	-9	2	0.3	-5%
O=C1Nc2ccc(S(=O)(=O)N3CCCC3)c3cccc1c23
 : 13%	-2.1	5	10%	22%	0	-7	-0.6	15%
Cc1cccnc1NC(=O)C1CCC1
 : -12%	1.0	-5	4%	5%[57.1 µM]	-3	-1	-0.1	5%[57.1 µM]
